OXTR potentiate: potentiates the human oxytocin receptor response; hit rate 0.061% among 320,000; P30559; CHO-OTR cells, Fluo-8 calcium fluorescence, potentiator mode; 0% = oxytocin EC15, 100% = EC100; activation, % at 3 µM;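 active means activation above that plate's cutoff, the mean activation of tested compounds plus 3 SD, cut at about 6.6% in these data, passing the limit was not always enough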;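 further: 100% uses oxytocin at 75 nM as the full agonist control; some results filed as inactive read as strong as hits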
Target sequence (P30559 whole entry, looked up): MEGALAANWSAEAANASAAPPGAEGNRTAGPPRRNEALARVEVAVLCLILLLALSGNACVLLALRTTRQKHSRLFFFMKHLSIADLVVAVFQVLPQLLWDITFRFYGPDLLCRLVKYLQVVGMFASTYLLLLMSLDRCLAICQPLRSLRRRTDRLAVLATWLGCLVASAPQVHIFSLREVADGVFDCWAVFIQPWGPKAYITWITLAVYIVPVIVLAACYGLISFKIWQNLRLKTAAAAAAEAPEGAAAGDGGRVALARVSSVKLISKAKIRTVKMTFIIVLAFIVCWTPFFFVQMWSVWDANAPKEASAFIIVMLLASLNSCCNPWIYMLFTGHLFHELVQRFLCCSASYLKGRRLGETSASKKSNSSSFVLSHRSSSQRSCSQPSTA
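Assay system: CHO-OTR cells, human receptor / Also added: oxytocin at about EC15, sub-maximal agonist stimulus / Dosing: single dose, 3.0 µM nominal final compound concentration / Incubation: 6 min pre-incubation, 100 s read / Technique: Fluo-8 calcium dye fluorescence / Read-out: % activation vs EC15 and EC100 oxytocin / Benchmarks: EC15 oxytocin low, 75 nM oxytocin high / Replicates: singlicate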
GPR7 antagonist: antagonists of human GPR7 (neuropeptides B/W receptor 1); GPR7-expressing cells, fluorescence antagonist assay; inhibition, % at 4.4 µM; hit rate 1.1% among 290,000; AID 1861; in the data active means inhibition above about 16%, passing the limit was not always enough;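 further: cells stimulated with the agonist NPW; 0% = agonist with vehicle and 100% = vehicle without agonist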
PfM18AAP inh: PfM18AAP enzyme inhibition | hit rate 1.2% among 290,000 | AID 1822 | recombinant PfM18AAP, H-Glu-NHMec fluorogenic cleavage | inhibition, % at 7.35 µM;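 active means inhibition above the campaign mean inhibition over all tested compounds plus 3 SD, cut at about 28% in these data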;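 further: 0% = plate median of test compound wells and 100% = 2 mM ZnCl2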
MEKK2wt PB1 HTS: raises or lowers MEK5 binding to wildtype human MEKK2 PB1 domain; bead flow cytometry, Alexa488-MEK5 binding to MEKK2 WT; actives lie on both sides; binding response (% of control), % at 10 µM; AID 1531; hit rate 1.1% among 290,000; in the data active means binding response below about 67% or above about 130%
V1aR counter: activates human V1a receptor in oxytocin agonist counter-screen; hit rate 0.25% among 320,000; CHO-V1R cells, Fluo-8 calcium fluorescence, agonist mode; 0% DMSO, 100% 3 nM vasopressin; AID 2797; activation, % at 3 µM;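 active means activation above the mean activation of all tested compounds plus 3 SD, per screening run, cut at about 20% in these data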;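 further: signal is peak over basal fluorescence ratio across a 100 second FLIPR read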
Target sequence (P37288 whole entry, looked up): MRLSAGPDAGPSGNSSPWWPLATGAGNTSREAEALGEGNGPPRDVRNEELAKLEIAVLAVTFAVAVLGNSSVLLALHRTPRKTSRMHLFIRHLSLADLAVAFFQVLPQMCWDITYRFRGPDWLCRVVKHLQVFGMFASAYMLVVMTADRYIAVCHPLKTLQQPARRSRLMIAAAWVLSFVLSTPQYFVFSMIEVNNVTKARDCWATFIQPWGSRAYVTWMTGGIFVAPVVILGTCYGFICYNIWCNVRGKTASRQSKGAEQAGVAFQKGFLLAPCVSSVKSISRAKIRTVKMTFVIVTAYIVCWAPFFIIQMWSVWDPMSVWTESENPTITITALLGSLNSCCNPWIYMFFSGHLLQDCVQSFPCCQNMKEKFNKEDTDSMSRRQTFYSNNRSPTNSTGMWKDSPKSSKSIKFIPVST
MEKK2 mut-MEK5: signal of MEK5 binding to mutant human MEKK2 PB1 domain | bead flow cytometry, Alexa488-MEK5 binding to MEKK2 mutant | percent response, % at 10 µM | hit rate 0.35% among 290,000; in the data active means percent response above about 24%, passing the limit was not always enough; further: inactives centre near 1; some results filed as inactive read as strong as hits; reference of the scale not given here
GalR3 antagonist: antagonists of human GalR3 | HEK293 GalR3-CNG cAMP membrane potential fluorescence; galR3 body fused to GalR1 C-terminus | inhibition, % at 3 µM | hit rate 0.44% among 360,000 | AID 651719;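 active means inhibition above the screen-wide average plus 3 SD, cut at about 13% in these data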;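 further: forskolin and galanin both at EC90 stimulate the cells; cAMP rise reported by CNG channel membrane potential dye signal; 0% = forskolin plus galanin with DMSO and 100% = forskolin alone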
OXTR agonist: activates the human oxytocin receptor; CHO-OTR cells, Fluo-8 calcium fluorescence; normalized: DMSO 0%, oxytocin 100%; hit rate 0.32% among 320,000; AID 2435; activation, % at 3 µM;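 active means activation above the mean of all tested compounds plus 3 SD, cutoff set per screening run, cut at about 20% in these data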;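 further: peak over basal fluorescence ratio from a 100 s FLIPR kinetic read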
NALP1 inh: blocks the NALP1 inflammasome reconstituted in yeast. inhibition, % at 10 µM. S. cerevisiae NALP1/ASC/caspase-1 growth, X-gal OD620, 72 h. hit rate 0.61% among 280,000; in the data active means inhibition mostly above about 24%, no sharp cut-off; inactive means mostly below about 32%; further: some compounds called inactive have numbers as strong as hits
An asterisk follows results filed as active; . = no result given. Compounds as they come; any-hit rate near 4.1%.

SMILES	OXTR potentiate	GPR7 antagonist	PfM18AAP inh	MEKK2wt PB1 HTS	V1aR counter	MEKK2 mut-MEK5	GalR3 antagonist	OXTR agonist	NALP1 inh
O=C(CNCc1ccccn1)Nc1cc(S(=O)(=O)N2CCCCC2)ccc1Cl	-8	-1	-2	105	3.5	6	-3	0.6	-11
C=CCNC(=O)/C(C#N)=C/c1ccc(C)o1	-5	3	2	100	-0.2	0	-8	-1.1	5
CCCC(=O)Nc1ccc(NC(=O)c2cccs2)cn1	2	-13	-5	109	0.3	4	-1	0.0	-12
O=C(O)CN1C(=O)/C(=C\C(Br)=C\c2ccccc2)SC1=S	-10	5	11	101	0.6	3	-11	2.0	-16
COc1ccc(CC(=O)NCc2n[nH]c(=S)n2C)cc1	3	-5	4	72	-0.1	-10	-7	1.0	-4
Cc1ccc(Nc2cc(-n3cccn3)ncn2)c(C)c1	-7	-10	-1	98	-1.0	3	-4	-2.1	-9
COc1cccc(OC(C)c2ccnc3nc(/N=C/N(C)C)nn23)c1 (stereo not drawn)	-7	3	2	104	-1.0	4	-4	-0.3	-18
C(=N\N1CCN(c2ccccc2)CC1)/c1ccccc1	-4	0	0	106	0.3	3	3	0.3	17
COc1ccccc1NC(=O)CCC(=O)O	1	7	-6	73	-0.1	-13	1	0.5	.
Cc1cccc(C)c1NC(=O)C1CCCN1S(=O)(=O)c1ccccc1 (stereo not drawn)	-6	3	1	100	-0.4	-1	-9	1.1	10
Cn1nc2c3ccccc3n(Cc3ccccc3)c2nc1=S	-4	0	11	99	0.1	-10	-7	-1.3	4
CN1C(=O)N(C)C2C1N(C)S(=O)(=O)N2C (stereo not drawn)	-6	-1	2	104	-0.7	3	-7	0.7	1
Cn1c(N)nc2ccccc2c1=O	-5	-1	1	92	0.6	-22	-5	0.4	5
Cc1cccc(NC(=O)CSc2nc(NS(=O)(=O)c3ccccc3)cc(=O)[nH]2)c1	-7	2	-4	82	1.0	-12	-4	0.0	1
CC(C)(C)c1ccc(C(=O)N2CCN(S(=O)(=O)c3ccc(Br)s3)CC2)cc1	-1	.	.	.	0.3	.	-5	-0.1	.

The last 2 compounds of the section above are carried over, then new ones follow:
SMILES	OXTR potentiate	GPR7 antagonist	PfM18AAP inh	MEKK2wt PB1 HTS	V1aR counter	MEKK2 mut-MEK5	GalR3 antagonist	OXTR agonist	NALP1 inh
Cc1cccc(NC(=O)CSc2nc(NS(=O)(=O)c3ccccc3)cc(=O)[nH]2)c1	-7	2	-4	82	1.0	-12	-4	0.0	1
CC(C)(C)c1ccc(C(=O)N2CCN(S(=O)(=O)c3ccc(Br)s3)CC2)cc1	-1	.	.	.	0.3	.	-5	-0.1	.
N#Cc1cc(-c2ccc(Cl)cc2)cn(Cc2c(Cl)cccc2Cl)c1=O	-2	-6	9	96	-0.6	3	-2	-0.4	14
O=S1(=O)CC(NCc2ccccc2)C(Nc2ccccc2)C1 (stereo not drawn)	0	1	2	99	-0.7	0	-3	0.4	22
O=C(NCc1ccccc1)NC1(C(=O)N2CCN3CCCC3C2)CCCCC1 (stereo not drawn)	1	-4	-3	98	0.8	0	-2	6.5	1
CC(C)OP(=O)(c1ccc(N(C)C)cc1)C(O)c1c(Cl)cccc1Cl (stereo not drawn)	-12	0	4	104	0.3	3	0	0.3	6
Cc1cc(C(=O)NC2CC(C)(C)Cc3c2cnn3-c2ccccc2)n(C)n1 (stereo not drawn)	-2	-14	1	106	-1.1	4	2	-0.2	-3
CC(=O)Nc1ccc(S(=O)(=O)N2CCC3(CC2)CC(=O)c2ccccc2O3)cc1	-5	.	.	.	2.5	.	-2	4.3	.
Cc1ccc(/C=C2/SC(=S)N(CCCC(=O)Nc3cc([N+](=O)[O-])ccc3O)C2=O)cc1	-6	1	-5	105	-0.3	8	-2	0.5	15
COc1cccc(-c2nc(NCc3ccccc3)c3ccccc3n2)c1O	-15	-17	3	99	0.5	0	-8	-1.5	3
O=C(NCC1CCCO1)Nc1ccccc1 (stereo not drawn)	-12	-1	-11	102	1.8	0	-1	0.5	2
Fc1ccc(C2c3[nH]c4ccccc4c3CCN2CCCn2cccn2)cc1 (stereo not drawn)	-6	5	3	90	1.4	-14	0	-0.5	.
Cc1cc(=O)n2[nH]c(-c3cccc(Cl)c3)cc2n1	-8	-3	8	110	-0.2	12	0	4.2	10
COc1cc(C(=O)Nc2ccncc2)cc(OC)c1OC	-6	-2	6	101	1.4	2	-4	0.4	4
COc1cccc(NC(=O)C2CC(=O)n3cnnc3S2)c1 (stereo not drawn)	-8	-12	1	101	-0.3	3	-2	0.0	16
COc1ccc(OC)c(NC(=O)COc2coc(CN3CCCc4ccccc43)cc2=O)c1	-13	.	.	.	15	.	-3	2.4	.
O=C(NNc1ccnc2cc(Cl)ccc12)C1CCCCC1	-10	-8	4	104	6.4	2	27*	14	12
Cc1cccc(C(=O)NCc2nnc(SCC(=O)NC3CCCC3)n2C)c1	-6	-3	-7	95	2.0	-6	-7	-0.1	3
CCOc1ccc(OCCn2c(SCC(=O)O)nc3ccccc32)cc1	-7	4	2	96	1.5	-1	1	-0.1	-3
CCc1ccc2nc3sc(C(=O)O)cc3cc2c1	-10	-1	-1	86	0.7	-11	1	-0.3	8
Cc1cc(C)cc(OCC(=O)Nc2cccc(S(=O)(=O)NC3=NCCC3)c2)c1	-8	.	.	.	1.2	.	-2	-0.5	.
O=C1NC(Cc2ccc(O)cc2)c2nc3cc(F)ccc3c(=O)n2-c2cc(Cl)ccc21 (stereo not drawn)	-4	.	.	.	1.0	.	1	1.2	.
COC(=O)c1ccc(COC(=O)c2ccc(CS(=O)(=O)c3ccc(C)cc3)cc2)cc1	-18	9	-7	109	-0.1	6	2	-0.2	13
CN(C)/C=C1/OC(=O)C(C#N)=C1c1ccc(Cl)cc1	-16	4	-5	107	2.3	8	5	9.1	14
Cn1cc(Cl)c(C(=O)NC2CCCCCC2)n1	-1	-10	-3	102	0.5	2	-4	0.9	16
Cc1ccc2c(C)c(C(=O)N(C)Cc3nccn3C)oc2c1C	-4	-2	8	97	0.0	2	-5	-0.8	3
NC(=O)c1sc(-c2ccsc2)cc1NS(=O)(=O)c1ccc(C(F)(F)F)cc1	-14	-8	0	94	3.8	-15	2	8.1	.
Cc1cc(C)c(OCC(=O)Nc2cccc(O)c2)cc1C	-8	2	-4	101	3.5	4	-3	5.0	4
O=C(COc1ccccc1)NCC(c1cccs1)N1CCOCC1 (stereo not drawn)	-8	1	3	95	0.4	-7	6	1.9	-2
Cc1ccccc1/C=N/n1c(C2CCCCC2)n[nH]c1=S	-19	-7	1	101	-0.5	0	-10	-2.3	-12
O=C(CN(Cc1cccs1)S(=O)(=O)c1ccc(S(=O)(=O)N2CCCCC2)cc1)Nc1ccccc1	-7	0	-4	101	0.3	0	0	-1.8	38
CCOC(=O)[C@@H]1[C@H]2COc3ccc(Br)cc3[C@H]2N2C(=O)N(c3ccc(F)cc3)C(=O)[C@@]12C	2	2	-3	93	0.6	-7	.	0.2	7
N/C(=N\OC(=O)C1CCCCC1)c1cccc([N+](=O)[O-])c1	-2	-7	0	104	-0.4	8	.	-1.6	13
O=C(NC1CCCCC1)c1ccc2c(c1)OCO2	-10	-11	1	109	-0.3	8	-11	-0.7	-8
Cc1ccc(SCC(=O)NCCSCc2ccccc2)cc1	-5	-4	-2	101	-2.2	-1	-5	-2.7	43
Cc1occc1C(=O)N/N=C/C(Br)=C/c1ccccc1	-14	-6	12	105	6.2	0	-3	5.5	1
Cc1ccc(C)c(NC(=O)CSc2nc(C)cs2)c1	-8	.	.	.	-0.9	.	-8	-0.9	.
CCN(Cc1ccccc1)C(=O)CCS(=O)(=O)c1ccc2c(c1)CCN2C(C)=O	7	-6	0	109	1.0	3	-7	0.1	8
O=C(Nc1ccc(Br)cc1)c1cccc(OC(=S)N2CCOCC2)c1	-14	13	-1	108	3.0	6	-12	1.7	-12
CC1=C(C(=O)NCCN2CCN(C)CC2)C2(CCC(C)CC2)OC1=O (stereo not drawn)	-3	-12	3	92	0.0	-6	-4	0.8	27
CC1Cc2ccccc2C(CCc2ccccc2)=N1 (stereo not drawn)	1	-10	0	100	-0.2	1	-7	-0.8	10
O=C(c1cccs1)N1CCN(S(=O)(=O)N2CCOCC2)CC1	-1	-9	1	107	-0.4	2	-2	0.3	16
Cc1ccc(-c2noc(-c3cc(C(C)(C)C)nn3Cc3ccccc3)n2)cc1	-2	-2	-1	92	0.5	-7	-5	-0.3	8
C=C(Cl)COc1ccc2c(CC)cc(=O)oc2c1	-2	6	-22	96	-1.0	-3	-4	-1.2	2

Structural class: those above containing a Cl atom.
SMILES	OXTR potentiate	GPR7 antagonist	PfM18AAP inh	MEKK2wt PB1 HTS	V1aR counter	MEKK2 mut-MEK5	GalR3 antagonist	OXTR agonist	NALP1 inh
O=C(CNCc1ccccn1)Nc1cc(S(=O)(=O)N2CCCCC2)ccc1Cl	-8	-1	-2	105	3.5	6	-3	0.6	-11
N#Cc1cc(-c2ccc(Cl)cc2)cn(Cc2c(Cl)cccc2Cl)c1=O	-2	-6	9	96	-0.6	3	-2	-0.4	14
CC(C)OP(=O)(c1ccc(N(C)C)cc1)C(O)c1c(Cl)cccc1Cl (stereo not drawn)	-12	0	4	104	0.3	3	0	0.3	6
Cc1cc(=O)n2[nH]c(-c3cccc(Cl)c3)cc2n1	-8	-3	8	110	-0.2	12	0	4.2	10
O=C(NNc1ccnc2cc(Cl)ccc12)C1CCCCC1	-10	-8	4	104	6.4	2	27*	14	12
O=C1NC(Cc2ccc(O)cc2)c2nc3cc(F)ccc3c(=O)n2-c2cc(Cl)ccc21 (stereo not drawn)	-4	.	.	.	1.0	.	1	1.2	.
CN(C)/C=C1/OC(=O)C(C#N)=C1c1ccc(Cl)cc1	-16	4	-5	107	2.3	8	5	9.1	14
Cn1cc(Cl)c(C(=O)NC2CCCCCC2)n1	-1	-10	-3	102	0.5	2	-4	0.9	16
C=C(Cl)COc1ccc2c(CC)cc(=O)oc2c1	-2	6	-22	96	-1.0	-3	-4	-1.2	2

Source: PubChem
